Mtb UGM inh – M. tuberculosis UGM enzyme inhibitors, primary screen, biochemical, fluorescence polarization, single point | purified UGM, fluorescence polarization probe displacement | UDP-galactopyranose mutase (Mycobacterium tuberculosis (strain ATCC 25618 / H37Rv)), … | hit rate 0.06% among 320,000 | inhibition, % at 10 µM; in the data active = inhibition above about 10%, passing the limit was not always enough; inconclusive = no clear call, values can overlap the other calls
Target sequence (P9WIQ1 whole entry, looked up): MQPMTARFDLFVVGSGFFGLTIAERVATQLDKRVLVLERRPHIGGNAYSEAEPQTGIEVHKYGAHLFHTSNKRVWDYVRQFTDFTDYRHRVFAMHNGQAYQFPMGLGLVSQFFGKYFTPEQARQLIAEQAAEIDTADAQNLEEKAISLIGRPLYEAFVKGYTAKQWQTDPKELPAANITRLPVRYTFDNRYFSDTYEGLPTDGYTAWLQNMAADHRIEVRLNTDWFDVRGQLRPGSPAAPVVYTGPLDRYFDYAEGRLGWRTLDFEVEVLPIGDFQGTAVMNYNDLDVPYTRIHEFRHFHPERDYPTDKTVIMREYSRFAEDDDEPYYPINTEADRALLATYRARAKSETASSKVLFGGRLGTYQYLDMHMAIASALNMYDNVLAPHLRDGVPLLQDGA
MazEF act – activators of E. coli MazEF toxin-antitoxin RNase, primary screen, biochemical, fluorescence, uHTS. FAM/BHQ RNA-DNA oligo cleavage fluorescence, 5 h. activation, % at 20 µM. hit rate 0.32% among 350,000; in the data active = activation above about 50%
Target sequence (P0AE70 whole entry, looked up): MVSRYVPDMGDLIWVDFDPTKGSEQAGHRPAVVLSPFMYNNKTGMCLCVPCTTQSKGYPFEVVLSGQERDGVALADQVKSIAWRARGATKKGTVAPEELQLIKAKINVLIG
Mtb BioA inh – M. tuberculosis BioA enzyme inhibitors, primary screen, biochemical, plate reader, single point, HTS; 7,8-diaminopelargonic acid synthase BioA (Mycobacterium tuberculosis); purified M. tuberculosis BioA enzyme; inhibition, % at 9.99 µM; hit rate 0.096% among 360,000; in the data active = inhibition above about 40%; inconclusive = no clear call, values can overlap the other calls
BoNT F protease – BoNT/F light chain protease inhibitors, primary screen, biochemical, flow cytometry, MLPCN library; Botulinum neurotoxin type F light chain protease (Clostridium botulinum); hit rate 0.22% among 360,000; Multiplex microsphere protease cleavage assay; inhibition, % at 10 µM; in the data active = inhibition above about 35%, passing the limit was not always enough; inconclusive = no clear call, values can overlap the other calls; note: plate controls were buffer without enzyme for full effect and enzyme alone for no effect
Mtb FBA inh – Mtb FBA enzyme inhibitors, primary screen, biochemical, fluorescence, strain H37Rv; Fructose-bisphosphate aldolase (Mycobacterium tuberculosis (strain ATCC 25618 / H37Rv)), …; AID 588726, 2011; hit rate 2.3% among 360,000; purified M. tuberculosis FBA, fluorescence read-out; inhibition, % at 1 µM; in the data active = inhibition above about 27%;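 note: 0% = vehicle and 100% = reference inhibitor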
DUSP3 inh – VHR1 phosphatase inhibitors, primary screen, biochemical, absorbance, uHTS; AID 1654, 2009; recombinant VHR phosphatase, pNPP absorbance; inhibition, % at 13.3 µM; Dual specificity protein phosphatase 3 (Homo sapiens), P51452; hit rate 0.52% among 290,000; in the data active = inhibition above about 50%; note: some compounds called inactive have numbers as strong as hits
FadD28 binding – inhibitors of FadD28 bisubstrate probe binding, primary screen, biochemical, fluorescence polarization, single point. hit rate 0.22% among 360,000. inhibition, % at 12.5 µM. AID 588549, 2011. Mycobacterium tuberculosis FadD28 fatty-acid-AMP ligase; in the data active = inhibition above about 8.5%, passing the limit was not always enough; inconclusive = no clear call, values can overlap the other calls
GDH-TPI counter – GDH-TPI coupling enzyme inhibitors, primary screen, artefact control for M. tuberculosis FBA inhibitor project, biochemical, absorbance, full deck. GDH-TPI coupled enzyme counterscreen, NADH absorbance. inhibition, % at 4.8 µM. hit rate 1.2% among 360,000;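 note: 0% = DMSO wells and 100% = wells lacking the enzyme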
Rv3671c inh – Rv3671c serine protease inhibitors, primary screen, biochemical, fluorescence polarization, M. tuberculosis H37Rv | hit rate 0.048% among 320,000 | P9WHR9 | inhibition, % at 5.96 µM; in the data active = inhibition above about 38%;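 note: extracellular domain of Rv3671c used as enzyme; 0% = enzyme with DMSO and 100% = no enzyme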
Target sequence (P9WHR9 whole entry, looked up, the tested form may be a part): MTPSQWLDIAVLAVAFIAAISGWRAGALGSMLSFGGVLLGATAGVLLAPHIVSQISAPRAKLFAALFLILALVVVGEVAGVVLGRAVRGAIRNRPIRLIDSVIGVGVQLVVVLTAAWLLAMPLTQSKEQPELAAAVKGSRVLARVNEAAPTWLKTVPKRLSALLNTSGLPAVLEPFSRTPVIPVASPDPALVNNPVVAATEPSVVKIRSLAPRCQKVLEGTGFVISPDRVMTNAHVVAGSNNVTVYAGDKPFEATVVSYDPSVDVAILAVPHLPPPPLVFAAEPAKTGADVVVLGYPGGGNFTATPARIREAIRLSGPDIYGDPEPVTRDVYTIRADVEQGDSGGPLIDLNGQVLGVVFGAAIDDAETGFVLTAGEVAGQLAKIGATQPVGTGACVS
CCHF vOTU inh – CCHFV vOTU protease inhibitors, primary screen, biochemical, Pep-AMC substrate, fluorescence. Crimean-Congo hemorrhagic fever virus L polyprotein viral ovarian tumor (vOTU) protease …. inhibition, % at 11.5 µM. hit rate 0.55% among 370,000. AID 651958, 2012; note: 0% = vehicle wells with enzyme and 100% = no enzyme wells
Numbers without * were called inactive; u = inconclusive; x = not tested or not shown. Cut-off read from the data, not from the text of the source, unless noted: active = inhibition above about 30%; inactive = the rest.

1) CC(C)c1ccc(CN2CCSCC2)cc1
2) Cc1ccc(-n2c([S-])c(C(=O)Nc3ccc(OC(F)F)cc3)[n+]3ccc(C(=O)NCCO)cc23)cc1C
3) Nc1nc(N)nc(-c2cccc([N+](=O)[O-])c2)n1
4) COc1ccc(S(=O)(=O)N2CCCC(C(=O)N3CCOCC3)C2)cc1OC (stereo not given)
5) Cc1nc2cc(C(=O)NCc3cccnc3)ccc2n1-c1ccc(F)cc1F
6) COC(=O)CCNC(=O)c1ccc2nc(Cc3ccc(OC)c(OC)c3)oc2c1
7) O=C(COC(=O)c1ccc(S(=O)(=O)N2CCCC2)cc1)NCc1ccco1
8) O=C(c1ccc(S(=O)(=O)N2CCOCC2)cc1)N1CCCc2ccccc21
entry no.	1	2	3	4	5	6	7	8
Mtb UGM inh	1.5	3.4	x	2.2	-1.4	0.5	-1.4	-0.8
MazEF act	5	-11	x	3	1	10	-2	-5
Mtb BioA inh	-1.6	x	0.4	0.9	x	-1.0	1.7	-0.3
BoNT F protease	2	2	-12	-18	-5	-10	-5	-3
Mtb FBA inh	3	-4	1	-4	-2	2	2	2
DUSP3 inh	6	9	x	-3	16	12	-17	7
FadD28 binding	0.8	-4.2	-1.0	-2.0	0.6	-1.0	-0.9	-0.3
GDH-TPI counter	-7	0	x	10	8	4	4	-1
Rv3671c inh	6	0	x	-10	-2	0	-1	5
CCHF vOTU inh	-2	5	-2	2	-2	-7	-3	6

9) Cc1cc2nncn2c2ccccc12
10) O=C(O)c1ccccc1Nc1ccccc1
11) CC1(C)OC(=O)N(c2ccccc2)C12C=Cc1cc(Br)ccc1O2 (stereo not given)
12) CC12CN3CC(C)(CN(C1)C3c1ccc(Cl)cc1)C2 (stereo not given)
13) COc1ccccc1NC(=O)CSc1nc(N)c(-c2ccccc2)c(=O)[nH]1
14) CCN(CC)C(=O)Cn1c(=O)n(CCCCCC(=O)Nc2ccccc2)c(=O)c2sccc21
15) COc1ccccc1C(c1nnnn1CC1CCCO1)N1CCN(c2ccccc2)CC1 (stereo not given)
16) Cc1ccnc(NC(=O)CCC2COc3ccccc3O2)c1 (stereo not given)
entry no.	9	10	11	12	13	14	15	16
Mtb UGM inh	-3.6	0.8	-1.3	0.4	0.5	0.3	-2.3	-2.9
MazEF act	3	8	-2	12	10	-3	2	2
Mtb BioA inh	0.1	0.4	1.7	x	x	x	0.5	-0.4
BoNT F protease	-4	-6	x	u	2	-11	-7	-15
Mtb FBA inh	1	2	0	-2	6	-2	-1	3
DUSP3 inh	-10	x	-9	4	21	-2	15	-1
FadD28 binding	-5.2	1.7	0.6	-3.3	-3.0	-0.4	-1.0	-1.5
GDH-TPI counter	-11	9	6	5	-4	0	-9	7
Rv3671c inh	-1	1	-5	7	2	7	-3	-5
CCHF vOTU inh	7	2	4	-10	2	6	-5	8

17) COC(=O)c1ccc(C2/C(=C(/O)c3ccc4c(c3)CC(C)O4)C(=O)C(=O)N2CCN2CCOCC2)cc1 (stereo not given)
18) CN(C)c1nc(NCc2ccccc2)nc(N/N=C/c2cccc(Br)c2)n1
19) COc1cc(NS(=O)(=O)c2ccc(NS(=O)(=O)c3ccc(NC(C)=O)cc3)cc2)nc(OC)n1
20) COc1ccc(/C(CC2(O)C(=O)Nc3ccccc32)=N\O)cc1 (stereo not given)
21) CNC(=S)N(CCc1c(C)[nH]c2ccc(Cl)cc12)Cc1cc(OC)c(OC)c(OC)c1
22) COC(=O)C1=C(C)N(Cc2ccccc2)C(=NCCCCO)N[C@H]1CCc1ccccc1
23) CC(=O)Nc1ccc(NC(=O)C(NC(=O)c2ccc(Cl)cc2)C(C)C)cc1 (stereo not given)
24) CC1CCCC(N2CCN(C(=O)c3ccccc3F)CC2)C1 (stereo not given)
entry no.	17	18	19	20	21	22	23	24
Mtb UGM inh	-2.1	-0.2	1.3	-0.2	1.8	0.3	x	0.4
MazEF act	-7	14	3	3	0	12	7	3
Mtb BioA inh	-0.1	-0.6	-2.5	-6.7	7.6	2.0	-1.2	-1.1
BoNT F protease	-1	-6	-19	8	-13	-3	-2	u
Mtb FBA inh	-2	-6	-3	-1	-2	2	0	1
DUSP3 inh	-6	2	-15	33	26	13	x	-35
FadD28 binding	0.3	-1.9	-1.1	-2.0	-2.7	-2.0	-2.0	-2.3
GDH-TPI counter	8	1	11	-12	3	2	-9	13
Rv3671c inh	0	-10	-1	4	-3	6	x	-2
CCHF vOTU inh	3	13	3	-3	6	4	12	-4

25) Cc1[nH]c2ccccc2c1C(=O)C(=O)N1CCN(c2ccccc2)CC1
26) N#CC1=C(N)SC(N)=C(C#N)C1CCc1ccccc1
27) O=C(O)C1=NOC(CNC(=O)c2ccccc2Cl)C1 (stereo not given)
28) O=S(=O)(Nc1ncccn1)c1ccc(NC(=S)Nc2ccccc2Cl)cc1
29) Cc1cc(C)c2c(N)c(C(=O)c3ccccc3)sc2n1
30) Cc1cc2n(n1)SC(Nc1ccccc1)N2 (stereo not given)
31) CC(C)Oc1ccc(CNC(=O)CCC(=O)N2CC(C)Sc3ccccc32)cc1 (stereo not given)
32) Cc1cc2cc(CCNC(=O)c3ccc(C)c([N+](=O)[O-])c3)c(=O)[nH]c2cc1C
entry no.	25	26	27	28	29	30	31	32
Mtb UGM inh	-2.6	1.3	0.9	-1.0	-7.0	0.0	-0.1	-0.6
MazEF act	-13	-169	12	3	17	3	7	5
Mtb BioA inh	3.2	-0.6	x	x	-2.1	x	-0.7	-0.5
BoNT F protease	-3	-6	-10	-8	-5	6	0	16
Mtb FBA inh	2	-3	-2	8	0	0	4	0
DUSP3 inh	-11	-6	32	-8	14	39	6	6
FadD28 binding	-0.3	-7.1	-3.7	-1.7	0.2	-2.4	-2.2	-3.3
GDH-TPI counter	26	15	5	13	-4	-9	11	17
Rv3671c inh	-6	-24	3	1	1	-1	-5	1
CCHF vOTU inh	11	4	-10	0	-9	-3	6	-17

33) c1ccc2c(c1)Cn1c-2nc2ccccc21
34) OCCNc1ncnc2c1ncn2[C@H]1CN(Cc2ccc3c(c2)OCO3)C[C@@H](CO)O1
35) CCOC(=O)C1(CCc2ccccc2)CCN(C(=O)c2cccc(C)n2)CC1
36) COc1ccc(S(=O)(=O)N2c3cc(C)ccc3OCC2C(C)(C)C)cc1 (stereo not given)
37) C=C(C)Cn1c(SCC(=O)O)nc2c1c(=O)[nH]c(=O)n2C
38) CN(Cc1cnccn1)Cc1nc(Cc2ccccc2Cl)no1
39) Cc1ccc(C(=O)OCC(=O)N2CC(C)CC(C)C2)cc1S(=O)(=O)N1CCCCC1 (stereo not given)
40) CCn1c(SCC(=O)Nc2nccs2)nnc1-c1ccccc1
entry no.	33	34	35	36	37	38	39	40
Mtb UGM inh	0.3	x	-0.6	3.4	2.9	-0.6	1.4	-5.4
MazEF act	4	x	2	4	3	2	5	-4
Mtb BioA inh	0.2	0.1	x	-0.9	-0.9	x	-1.1	-0.7
BoNT F protease	-12	6	-2	3	7	-3	5	-8
Mtb FBA inh	9	1	-2	-1	-1	-3	-3	0
DUSP3 inh	16	x	25	13	9	26	x	5
FadD28 binding	-4.9	-0.7	-1.3	-1.0	-0.8	-3.1	-5.2	-1.8
GDH-TPI counter	-2	7	10	9	9	-1	3	11
Rv3671c inh	-6	x	-6	-8	-2	2	-1	0
CCHF vOTU inh	11	24	15	-10	2	9	-2	-3

41) CCOC(=O)CC(=O)CSc1nc2ccc(OC)cc2cc1C
42) CC(C)OC(=O)c1ccc(NC(=O)C2C3CC4OC(=O)C2C4C3)cc1 (stereo not given)
43) O=[N+]([O-])c1ccc(-[n+]2c(-c3ccccc3)cc(-c3ccccc3)cc2-c2ccccc2)cc1
44) CCOC(=O)C1CCCN(c2c(N3CCN(c4cccc(Cl)c4)CC3)c(=O)c2=O)C1 (stereo not given)
45) CC1(C)OC(=O)C=C[C@]2(C)[C@H]3CC[C@@]4(C)[C@H](c5ccoc5)OC(=O)[C@H]5O[C@]54[C@]3(C)C(=O)C[C@@H]12
46) CCc1ccc(CNc2ccc3c(c2)ncn3C)cc1
47) O=C(O)c1cc(N/N=C/c2ccc(-c3ccccc3)cc2)ccc1Cl
48) CCOC(=O)c1[nH]c(C)c(/C(O)=C2\C(=O)C(=O)N(CCN3CCOCC3)C2c2ccco2)c1C (stereo not given)
entry no.	41	42	43	44	45	46	47	48
Mtb UGM inh	3.5	3.8	0.9	-1.6	3.3	x	-1.1	-1.7
MazEF act	-24	1	1	4	-1	-5	-5	5
Mtb BioA inh	x	-1.0	1.5	0.0	-0.6	x	1.6	-1.3
BoNT F protease	-3	0	30	2	-2	1	13	-8
Mtb FBA inh	2	4	0	2	-2	7	8	-1
DUSP3 inh	22	26	-20	26	x	30	28	15
FadD28 binding	-2.1	0.1	0.2	-2.4	-1.4	0.5	19*	0.7
GDH-TPI counter	6	0	4	-3	3	-1	9	5
Rv3671c inh	-3	0	1	-9	-8	3	x	-9
CCHF vOTU inh	-4	5	0	8	-1	-12	11	8

49) Cc1cccc(N(CC(=O)O)CC(=O)O)c1
50) O=c1n(-c2ccc(Br)cc2)cnn1-c1ncccc1[N+](=O)[O-]
51) CCOC(=O)c1cnc2c(Cl)c(Cl)ccc2c1N1CCN(C)CC1
52) C/C(=N\NC(=O)CN(c1ccc(Oc2ccccc2)cc1)S(C)(=O)=O)C(C)(C)C
53) CC(=O)N(Cc1cc2ccccc2[nH]c1=O)c1ccc(C)cc1
54) Cc1ccc(NC(=O)N2CCC(O)(c3ccc(Cl)cc3)CC2)cc1
55) O=C(O)[C@@H]1C[C@H]1[C@@H](NP(=O)(c1ccccc1)c1ccccc1)c1ccccc1
entry no.	49	50	51	52	53	54	55
Mtb UGM inh	-1.5	0.3	1.5	-2.5	2.2	-0.3	0.0
MazEF act	-4	-7	-11	8	1	-3	5
Mtb BioA inh	x	x	1.8	x	0.2	0.7	-0.8
BoNT F protease	11	0	-8	-1	11	-12	-3
Mtb FBA inh	2	0	-1	-1	4	-4	0
DUSP3 inh	-2	17	14	-2	0	15	-7
FadD28 binding	2.1	0.0	-5.4	-1.0	-3.0	-0.8	-3.4
GDH-TPI counter	0	3	12	-1	3	-5	1
Rv3671c inh	0	1	-6	2	-5	7	-4
CCHF vOTU inh	-4	-3	20	19	0	-2	1

Complete entries from above. Order of values: Mtb UGM inh	MazEF act	Mtb BioA inh	BoNT F protease	Mtb FBA inh	DUSP3 inh	FadD28 binding	GDH-TPI counter	Rv3671c inh	CCHF vOTU inh
CC(=O)N(Cc1cc2ccccc2[nH]c1=O)c1ccc(C)cc1 is listed with 2.2	1	0.2	11	4	0	-3.0	3	-5	0
O=C(O)[C@@H]1C[C@H]1[C@@H](NP(=O)(c1ccccc1)c1ccccc1)c1ccccc1 is listed with 0.0	5	-0.8	-3	0	-7	-3.4	1	-4	1
C/C(=N\NC(=O)CN(c1ccc(Oc2ccccc2)cc1)S(C)(=O)=O)C(C)(C)C is listed with -2.5	8	x	-1	-1	-2	-1.0	-1	2	19
Cc1ccc(NC(=O)N2CCC(O)(c3ccc(Cl)cc3)CC2)cc1 is listed with -0.3	-3	0.7	-12	-4	15	-0.8	-5	7	-2
CCOC(=O)c1cnc2c(Cl)c(Cl)ccc2c1N1CCN(C)CC1 is listed with 1.5	-11	1.8	-8	-1	14	-5.4	12	-6	20
